Screening data (PubChem BioAssay)
FUS suppressor: qHTS for Suppressors of FUS Proteinopathy: Primary screen using FUS-linked yeast assay. S. cerevisiae FUS-expressing, growth rescue, OD600, 24 h. Potency, µM (highest dose often 76.6 µM), without a hit: at the top dose growth rescue (activation), hits mostly activators. hit rate 0.24% among 390,000. AID 1347120, 2019;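 further: potency means the concentration at half of the fitted maximal effect; plate controls were DMSO vehicle for no effect and reference control for full effect; nearly all actives have a fitted effect of over 55% in size; some results filed as inactive show a strong effect at the top dose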
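Absorbance at 600 nm, taken 24hr after compound addition, measured rescue of FUS-yeast growth at 30C. Induction used 2% galactose with seeding at OD 0.005. Controls: CP55940 from 92uM final, DMSO only.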
PTHR1 ag: qHTS for PTHR1 Agonists: Primary Screen; Parathyroid hormone/parathyroid hormone-related peptide receptor (Homo sapiens), Q03431; HEK293 GP2 PTHR1 cells, GloSensor cAMP luminescence, 1 h; Potency, µM (titrated, usually from 115 µM), for inactives: top-dose activation, actives largely listed as activators; hit rate 0.075% among 410,000; further: potency means the concentration at half of the fitted maximal effect; nearly all actives have a fitted effect of over 55% in size; some results filed as inactive show a strong effect at the top dose; inactives centre near -15; many of its hits are not listed in these tables
Target sequence (Q03431 whole entry, looked up): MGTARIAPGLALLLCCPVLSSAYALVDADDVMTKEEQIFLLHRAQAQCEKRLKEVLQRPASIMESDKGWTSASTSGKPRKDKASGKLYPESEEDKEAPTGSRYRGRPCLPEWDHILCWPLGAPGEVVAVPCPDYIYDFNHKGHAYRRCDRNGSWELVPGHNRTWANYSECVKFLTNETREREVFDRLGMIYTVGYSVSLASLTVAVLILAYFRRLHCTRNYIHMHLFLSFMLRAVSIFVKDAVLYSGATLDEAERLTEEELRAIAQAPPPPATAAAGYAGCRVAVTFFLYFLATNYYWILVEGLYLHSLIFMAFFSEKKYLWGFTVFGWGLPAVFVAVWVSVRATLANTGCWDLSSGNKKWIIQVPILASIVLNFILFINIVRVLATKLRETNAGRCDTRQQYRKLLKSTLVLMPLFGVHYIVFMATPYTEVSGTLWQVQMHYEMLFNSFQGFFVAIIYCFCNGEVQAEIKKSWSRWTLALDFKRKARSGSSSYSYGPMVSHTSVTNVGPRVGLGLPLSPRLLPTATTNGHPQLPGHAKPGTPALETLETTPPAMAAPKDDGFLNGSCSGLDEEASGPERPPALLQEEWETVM
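HEK-293-derived GP2 cells expressing PTHR1 and a GloSensor cAMP reporter, 3,000/well, plated overnight, given luciferin plus IBMX (each 0.5 mM as added) for 1 h at 37 °C, then compound for 1 h at 37 °C. Luminescence was read after 15 min at room temperature.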
Mm-Cpn inhibitor: Inhibitors of TCP-1 ring complex (TRiC) of Methanococcus maripaludis (MmCpn): qHTS; Chaperonin Mm-Cpn (Methanococcus maripaludis); purified Mm-Cpn ATPase, ADP Transcreener TR-FRET; Potency, µM (titrated, usually from 76.9 µM), without a hit: at the top dose activity, negative = inhibition, hits mostly inhibitors; hit rate 0.031% among 330,000; further: potency means the concentration at half of the fitted maximal effect; on the % scale 0 is the no-effect control and ±100 the full control effect; nearly all actives have a fitted effect of over 80% in size
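Inhibition of chaperonin ATP hydrolysis is measured as reduced ADP production, detected by competitive TR-FRET in which signal falls with ADP. Final enzyme 25 nM and ATP 10 uM, reacted 30 min at 37°C.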
Abeta rescue: qHTS for compounds that reverse cellular toxicity of Amyloid beta (A-beta) peptide in yeast: Primary Screen. yeast expressing A-beta42, growth rescue, OD600, 48 h; response scale: 0% DMSO, 100% iron-clioquinol control. Potency, µM (doses to about 46.1 µM), inactives show at the top dose growth rescue, hits mostly activators. hit rate 0.063% among 410,000. AID 1347071, 2019; further: potency means the concentration at half of the fitted maximal effect; nearly all actives have a fitted effect of over 55% in size
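Yeast A-beta toxicity model in growth medium with pinned compounds, 48 h at 30 C; growth read as absorbance at 600 nm. Normalized to FeCl3/clioquinol equimolar mix (positive) and DMSO (negative).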
GLP-1R inv ag: qHTS of GLP-1 Receptor Inverse Agonists (Inhibition Mode). Glucagon-like peptide 1 receptor (Homo sapiens), P43220. HEK293 GLP-1R CRE-luciferase, luminescence, 24 h; GLP-1R form is constitutively active. Potency, µM (doses to about 38.3 µM), inactives show top-dose activity change, negative = inhibition, hits mostly inhibitors. hit rate 1.6% among 410,000. AID 624417, 2012; further: potency means the concentration at half of the fitted maximal effect; on the % scale 0 is the no-effect control and ±100 the full control effect; nearly all actives have a fitted effect of over 55% in size
Target sequence (P43220 whole entry, looked up): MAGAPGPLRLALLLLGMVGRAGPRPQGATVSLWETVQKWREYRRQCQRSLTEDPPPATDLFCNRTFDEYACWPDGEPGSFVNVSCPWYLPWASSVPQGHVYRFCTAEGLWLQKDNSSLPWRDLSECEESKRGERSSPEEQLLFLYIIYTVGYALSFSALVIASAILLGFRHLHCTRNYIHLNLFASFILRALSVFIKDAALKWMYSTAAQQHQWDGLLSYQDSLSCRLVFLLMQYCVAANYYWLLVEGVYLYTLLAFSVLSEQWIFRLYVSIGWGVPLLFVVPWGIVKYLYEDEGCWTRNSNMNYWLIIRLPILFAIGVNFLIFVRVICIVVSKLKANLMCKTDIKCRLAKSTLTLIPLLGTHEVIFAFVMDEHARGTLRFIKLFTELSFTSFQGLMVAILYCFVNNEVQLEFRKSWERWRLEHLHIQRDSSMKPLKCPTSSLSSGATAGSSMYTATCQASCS
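Assay principle: reduced luminescence from a cAMP-responsive reporter in HEK293 cells co-expressing a constitutively active GLP-1R. Conditions: 24 hr compound incubation, 37 deg C, 5% CO2.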
aSyn rescue: qHTS of alpha-syn Inhibitors. Yeast expressing alpha-synuclein, growth rescue, BacTiter-Glo, 24 h. Potency, µM (titrated, usually from 46.1 µM), without a hit: top-dose growth rescue (activation), usual class: activators. hit rate 0.14% among 370,000. AID 652106, 2013; further: potency means the concentration at half of the fitted maximal effect; % of control where 0% means no effect; nearly all actives have a fitted effect of over 65% in size
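Galactose-induced alpha-syn yeast (OD600=0.02, raffinose-pregrown) + pinned cpd, 24 hr, 30 deg C; growth by BacTiter-Glo luminescence. Growth restoration scores as activation.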
pAkt inh: HTS Assay for Inhibitors of Akt Phophorylation: Primary Screen; Neuro2A IGF-stimulated pAkt S473 HTRF, 20 min; stronger effect = lower value; activity change, % for hits at 50 µM; hit rate 0.32% among 360,000; in the data active means activity change below about -80%; inconclusive means mostly about -51% to -80%; further: on the % scale 0 is the no-effect control and ±100 the full control effect
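Neuro2A cells in DMEM with 0.5% FBS, overnight at 37 deg C, given compound at single 50 µM final, then IGF (6 nM final) for 20 min at 37 deg C. Lysed; phospho-Akt Ser473 by HTRF after 24 h, 665/615 ratio.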
GLP1R cytotox: qHTS of GLP-1 Receptor Inverse Agonists: Cytotox Screen; HEK293 cAMP-luciferase reporter cells, luminescence, 24 h; hit rate 0.13% among 410,000; Potency, µM (series often up to 38.3 µM), for the others: at the top dose activity change, negative = inhibition, actives largely listed as inhibitors;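 further: loss of luciferase light is scored as toxicity; potency means the concentration at half of the fitted maximal effect; on the % scale 0 is the no-effect control and ±100 the full control effect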
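1536-well qHTS counterscreen of the MLSMR; 200 cells/uL, 12 h pre-incubation, 23 nL cpd, 24 h at 37 deg C 5% CO2, luciferase detection reagent, 12 min RT, luminescence. Inhibition = undesired.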
TDP43 rescue: qHTS of TDP-43 Inhibitors; TDP-43 expressing yeast growth rescue, BacTiter-Glo, 24 h; Potency, µM (series often up to 46.1 µM), inactives show top-dose growth rescue (activation), usual class: activators; hit rate 1.8% among 410,000; further: potency means the concentration at half of the fitted maximal effect; % of control where 0% means no effect; nearly all actives have a fitted effect of over 50% in size
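Growth rescue of TDP-43-toxic yeast measured as ATP luminescence (BacTiter-Glo). Cells grown to mid-log in raffinose, induced in galactose at OD600=0.02, exposed to compound 24 hr at 30 deg C.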
* = called active by the depositor; i = inactive; ? = inconclusive; / = not tested or not shown; & = joins results of further samples; [ ] = remark or other dose. Unless noted, the call rests on the fitted dose curve; in most records, active means well fitted curve in the direction sought with a large enough effect; inconclusive means small, poorly fitted or top-dose-only effect, or another doubt; inactive means no such curve, though single readings can be large; an effect the other way counts as inactive or inconclusive.

Each structure is followed by: GLP-1R inv ag, TDP43 rescue, FUS suppressor, Abeta rescue, aSyn rescue, pAkt inh, Mm-Cpn inhibitor, GLP1R cytotox, PTHR1 ag
COC(=O)c1ccc(C(=O)OC)c(NC(=S)N2CCCC(C)C2)c1 (stereo not given)
  4%, -1%, /, -20%, ?, i, 0%, 13%, -76%[inhibitor]
COc1cccc(CNC(=O)CSc2ncc3c(n2)-c2cc(Cl)ccc2N(C)S3(=O)=O)c1
  1%, 8%, -31%, -13%, /, /, /, 1%, -7%
COc1ccc(CC(=O)NCC2COc3ccccc3O2)cc1 (stereo not given)
  -7%, 28%, -15%, 18%, 5%, i, 1%, -15%, i
O=C(NC1CCS(=O)(=O)C1)c1cccc(S(=O)(=O)N2CCCC2)c1 (stereo not given)
  15%, -16%, 15%, 0%, -1%, i, 2%, -9%, i
COc1ccc2c(c1OC)C(=O)N(c1ccc(OCc3ccccc3)cc1)C2=O
  17%, 7%, 0%, 4%, 2%, i, 0%, 3%, i
CN(C)C(CNC(=O)c1cccc(S(=O)(=O)N2CC3(C)CC2CC(C)(C)C3)c1)c1ccco1 (stereo not given)
  ?, 20%, 16%, 3%, 4%, i, 2%, -20%, -9%
O=S(=O)(Nc1cccc(S(=O)(=O)N2CCCC2)c1)c1ccc(Cl)cc1
  -19%, 10%, 30%, 26%, 4%, i, 1%, -17%, -21%
COc1ccc(NS(=O)(=O)c2cc(NC(=O)c3cc(F)c(F)c(F)c3F)ccc2N2CCCC2)cc1
  ?, 10%, 9%, 10%, 4%, i, -2%, -11%, i
Cc1ccc(CNC(=O)C2CC3Cn4c(nc5cc6ccccc6cc54)C3N2C)o1 (stereo not given)
  -13%, -3%, -7%, -1%, 3%, i, -1%, -13%, -11%
Cc1cccc(NC(=O)N2CCN(Cc3ccc(Cl)cc3)CC2)c1
  ?, -12%[0.397 µM], 11%, 6%, 1%, i, 0%, -2%, -70%[inhibitor]
CC1(C)Cc2c(cnn2-c2ccccc2)-c2c1c1ccccc1n2CC(O)CCl (stereo not given)
  ?, 6%, ?, 3%, 15%, i, -8%, 1%, -8%[57.5 µM]
O=C(N/N=C/c1ccc(C(F)(F)F)cc1)c1ccc(O)cc1
  ?, -12%[0.397 µM], 1%, 5%, 0%, i, 1%, -21%, -11%
O=C(NCC1CCCCC1)c1ccc2sc([C@H]3C[C@H](O)[C@@H](CO)O3)nc2c1
  14%, 18%, -2%, -13%, 1%, i, /, 4%, -75%[inhibitor]
COc1cc(C(=O)OCc2csc(CC(=O)Nc3cc(C)ccc3C)n2)ccc1OC(F)F
  -36%, 8%, 27%, -8%, -1%[1.84 µM], i, /, 0%, -36%[inhibitor]
CCN(CC)S(=O)(=O)c1ccc(F)c(C(=O)OC2CC(C)OC2=O)c1 (stereo not given)
  6%, 1%, 7%, 7%, 2%, i, 0%, -13%, 1%
COc1ccc(CN2CCNC(=O)C2CC(=O)N(C)Cc2nccs2)cc1OC (stereo not given)
  11%, -4%, 2%, -9%, 2%, i, -9%, -20%, i
CCc1c(C)n([O-])c2c([n+]1=O)CCCCC2
  10%, 6%, -16%, -8%, 4%, i, 2%, 1%, i
Cc1ccc(CCNC(=O)NCc2noc3ccccc23)cc1
  -5%, -1%, 4%, 17%, /, /, /, 3%, 25%
O=C(CSc1nnc2ccccn12)NCc1cccs1
  19%, -3%, 15%, -15%, -2%, i, 1%, 1%, -14%[57.5 µM]
CSCCC(NC(=O)c1ccccc1Cl)C(=O)Nc1ccncc1 (stereo not given)
  5%, -17%, 8%, -9%, -7%, i, -1%, -2%, i
Cc1cc(C(=O)N2CCCC(C)(C(=O)NS(=O)(=O)C3CC3)C2)n(C(C)(C)C)n1 (stereo not given)
  13%, 26%, 1%, -2%, 0%, i, /, 4%, -15%
CCOC(=O)c1c(C)[nH]c(C)c1S(=O)(=O)N1CCC(C(=O)Nc2ccccc2CC)CC1
  3%, 4%, 23%, 5%, /, /, /, 4%, i
COc1ccc(NC(=O)COc2ccc(S(=O)(=O)NC3CCCCC3)cc2)cc1OC
  -2%, 18%, 33%, -14%, /, /, /, 1%, i
Cc1ccc(CN2CC(N3CCCC3)CS2(=O)=O)cc1 (stereo not given)
  29%, 14%, -24%, -17%, 1%, i, /, 0%, -11%
COc1cc(NC2c3ccccc3C(=O)N2Cc2ccccc2)cc(OC)c1OC (stereo not given)
  63%[activator], -11%, 4%, -6%, 7%, i, -1%, -6%, -6%
O=C(CCCOc1ccccc1)Nc1ccc(S(=O)(=O)N2CCOCC2)cc1
  2%, 6%, 3%, 29%, 0%, i, -3%, 0%, -59%[inhibitor][57.5 µM]
C[C@@H]1CN([C@@H](C)CO)C(=O)CCCn2nncc2CO[C@H]1CN(C)C(=O)Nc1ccccc1F
  12%, 1%, -23%, -2%, 2%, i, /, 2%, i
O=C(O)c1cc(N/N=C/c2cccnc2)ccc1Cl
  0%, 10%, -18%, 10%, 6%, i, -3%, -1%, -22%
Cc1ccc(C)n1-c1cccc(NC(=O)c2ccccc2)c1
  77%[activator], 17%, /, 27%, 1%, i, -1%, 20%, -1%
COc1ccc(CNC(=O)COC(=O)CC2CC3CCC2C3)cc1OC (stereo not given)
  2%, -3%, /, 6%, -1%, i, -3%, 1%, -14%
COc1ccc(N2CCN(CC(O)COc3ccc(C)c(C)c3)CC2)cc1 (stereo not given)
  ?, -18%, 13%&-8%, 4%&-23%, -1%, i, 1%, -7%&0%, -13%&-33%
COC(=O)C1=[N+]([O-])OC(C(=O)OC)C1c1c[nH]c2ccccc12 (stereo not given)
  0%, -3%, -5%, 8%, 0%, i, 0%, -12%, i
COc1cc(NS(C)(=O)=O)ccc1Nc1c2ccccc2nc2ccccc12
  ?, ?, -26%, -21%, 1%&-14%, i, -4%, ?, -6%
c1ccc2oc(-c3[nH]ncc3CN3CCSCC3)cc2c1
  ?, -8%, -7%, 6%, 3%, i, 0%, -9%, i
O=C1C2C3C=CC([C@@H]2C(=O)N1Cc1cccnc1)C31CC1 (stereo not given in full)
  29%, -1%, 4%, 16%, -6%, i, 1%, 0%, -8%[57.5 µM]
CCCCN(C(=O)c1cccc(S(=O)(=O)N2CCN(C)CC2)c1)c1c(N)n(CC(C)C)c(=O)[nH]c1=O
  34%, -2%, -1%, -14%, -2%, i, 3%, 17%, 8%
Cc1nnc(SCC(=O)N2CC(C)OC(C)C2)n1-c1ccccc1 (stereo not given)
  9%, -13%, 1%, -8%, 1%, i, -3%, -64%, i
O=C(Nc1ccccc1Cl)c1ccccc1
  3%, ?, -9%, 3%, -2%, i, 0%, 3%, i
Cc1onc(-c2ccccc2)c1C(=O)OCC(=O)Nc1ccccc1Cl
  -9%, 14%, 1%, 7%, -1%, i, /, 0%, -4%
Cc1ccc(SC(=O)COc2ccccc2C)cc1
  ?, 20%, 3%, -49%[inhibitor], 11%, i, 1%, 5%, 6%[57.5 µM]

The list goes on, starting with the last 3 of the part before.
Each structure is followed by: GLP-1R inv ag, TDP43 rescue, FUS suppressor, Abeta rescue, aSyn rescue, pAkt inh, Mm-Cpn inhibitor, GLP1R cytotox, PTHR1 ag
O=C(Nc1ccccc1Cl)c1ccccc1
  3%, ?, -9%, 3%, -2%, i, 0%, 3%, i
Cc1onc(-c2ccccc2)c1C(=O)OCC(=O)Nc1ccccc1Cl
  -9%, 14%, 1%, 7%, -1%, i, /, 0%, -4%
Cc1ccc(SC(=O)COc2ccccc2C)cc1
  ?, 20%, 3%, -49%[inhibitor], 11%, i, 1%, 5%, 6%[57.5 µM]
CC1CCCCC1NC(=O)CSc1nnc(-c2ccccc2)n1N (stereo not given)
  13%, -4%, 16%, 7%, -1%, i, 1%, -5%, i
NC(CC(=O)O)c1ccc(F)cc1 (stereo not given)
  15%, 15%, -4%, 11%, 2%, i, 0%, -15%, i
O=C(NC(=S)Nc1ccc(Cl)cn1)C12CC3CC(CC(C3)C1)C2
  -7%, 8%, -24%, 4%, -27%, i, 2%, 3%, i
Cc1ccc(S(=O)(=O)NCCC(=O)N2CCCC(C)C2)cc1 (stereo not given)
  ?, -27%, 8%, -4%, -3%, i, 4%, 10%, -8%
O=C(CCN1CCOCC1)NCc1ccccc1
  17%, -14%, -17%, -12%, -5%, i, -1%, 6%, -3%
Cc1coc2c(C)c3oc(=O)c(CCC(=O)N[C@H](C(=O)O)C(C)C)c(C)c3cc12
  -1%, -9%, 16%, 2%, 8%, i, /, -1%, -55%[inhibitor]
CCn1c(SCC(=O)OC(C)C)nnc1-c1ccccc1OC
  4%, 0%, -35%, 15%, 1%, i, -1%, 11%, -25%
COc1cc(CCCN2C(N)=NC[C@@H]2c2ccccc2)cc(OC)c1OC
  16%, 10%, 1%, 7%, -1%, i, 2%, -2%, i
CCN(c1ccc(OC)cc1)S(=O)(=O)c1c(C(=O)N2CCCCCC2)c(C)n(C)c1C
  -3%, 1%, 15%, -16%, /, /, /, 1%, i
CC(=O)c1c(O)c2ccccc2n(C2CCCCC2)c1=O
  -4%, -4%, 9%, -4%, 0%, i, -6%, -2%, -20%

Not all compounds are listed (hit frequency here may not be typical).
